TbPYK inhibitor: T. brucei pyruvate kinase inhibition. TbPYK enzyme, Kinase-Glo Plus ATP luminescence, 45 min. actives 0.12% (n = 410,000). AID 624173. Q57TT1. Potency, µM (titrated, usually from 76.8 µM), for inactives: top-dose activity, negative = inhibition, hits mostly inhibitors; further: potency means the concentration at half of the fitted maximal effect; nearly all actives have a fitted effect of over 50% in size
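In this concentration-response screen, enzyme-free wells defined baseline while DMSO plates tracked drift. Each reaction combined TbPYK, substrate, compound and 130 uM ADP for 45 min at room temperature. Kinase-Glo Plus luminescence gave the signal.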
AmpC inh no detg: AmpC beta-lactamase inhibition without detergent. actives 0.52% (n = 330,000). Potency, µM (top dose mostly 57.1 µM), for the others: top-dose activity change, negative = inhibition, most hits filed as inhibitors. AmpC nitrocefin hydrolysis, absorbance 480 nm, 0.0001% Triton;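 further: potency means the concentration at half of the fitted maximal effect; plate controls were no compound for no effect and no enzyme for full effect; nearly all actives have a fitted effect of over 20% in size; some results filed as inactive show a strong effect at the top dose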
Target sequence (P00811 whole entry, looked up): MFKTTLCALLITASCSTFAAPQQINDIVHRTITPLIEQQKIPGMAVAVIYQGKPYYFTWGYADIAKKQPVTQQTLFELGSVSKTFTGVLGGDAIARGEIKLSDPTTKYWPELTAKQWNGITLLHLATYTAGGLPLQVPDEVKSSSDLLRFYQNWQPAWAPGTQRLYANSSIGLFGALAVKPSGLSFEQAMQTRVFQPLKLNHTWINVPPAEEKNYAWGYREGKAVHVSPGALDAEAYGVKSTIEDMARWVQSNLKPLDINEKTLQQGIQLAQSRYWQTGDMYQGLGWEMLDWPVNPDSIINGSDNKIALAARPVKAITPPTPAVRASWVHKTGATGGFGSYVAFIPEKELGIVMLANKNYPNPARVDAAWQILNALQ
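20 mM phosphate pH 7.0 + 0.01% (detergent screen) or 0.0001% Triton X-100; 5.3 nM AmpC reagent; cpd preinc 15 min RT; nitrocefin (800 uM stock) to start; A480 q20 s × 4 min; Activity was normalised to no-enzyme and no-compound control wells.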
HCV inhibitor: blocks hepatitis C virus; Potency, µM (series often up to 41.8 µM), for the others: top-dose activity change, negative = inhibition, most hits filed as inhibitors; actives 3.4% (n = 340,000); Huh7.5.1 HCVcc-Cre infection, luciferase reporter, 44 h; AID 651820; further: potency means the concentration at half of the fitted maximal effect
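Cells seeded at 1,000/well and cultured 4 h, then compounds added followed by HCVcc-Cre virus (~0.5 moi). After 44 h further culture, luciferase substrate was added, plates held 15 min at room temperature, and luminescence read for 15 sec.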
HCMV antiviral: inhibitors of human cytomegalovirus. actives 4.5% (n = 410,000). activity change, negative = inhibition, % at 57.5 µM. HFF cells, HCMV-luciferase reporter, 72 h; stronger effect = lower value; in the data active means activity change below about -60%; inconclusive means no clear call, values can overlap the other calls; inactive means above about -39%
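Human foreskin fibroblasts infected with luciferase-reporter HCMV at MOI 1 PFU/cell, compounds at two doses. Luciferase measured 72 h post infection; normalized to buffer-only basal and Salinomycin (10uM) controls.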
LmPK inhibitor: blocks Leishmania mexicana pyruvate kinase activity; Potency, µM (series often up to 57.5 µM), for inactives: top-dose activity change, negative = inhibition, usual class: inhibitors; Q27686; purified LmPK, Kinase-Glo ATP luminescence, 1 h; actives 0.37% (n = 290,000); further: potency means the concentration at half of the fitted maximal effect
Target sequence (Q27686 whole entry, looked up): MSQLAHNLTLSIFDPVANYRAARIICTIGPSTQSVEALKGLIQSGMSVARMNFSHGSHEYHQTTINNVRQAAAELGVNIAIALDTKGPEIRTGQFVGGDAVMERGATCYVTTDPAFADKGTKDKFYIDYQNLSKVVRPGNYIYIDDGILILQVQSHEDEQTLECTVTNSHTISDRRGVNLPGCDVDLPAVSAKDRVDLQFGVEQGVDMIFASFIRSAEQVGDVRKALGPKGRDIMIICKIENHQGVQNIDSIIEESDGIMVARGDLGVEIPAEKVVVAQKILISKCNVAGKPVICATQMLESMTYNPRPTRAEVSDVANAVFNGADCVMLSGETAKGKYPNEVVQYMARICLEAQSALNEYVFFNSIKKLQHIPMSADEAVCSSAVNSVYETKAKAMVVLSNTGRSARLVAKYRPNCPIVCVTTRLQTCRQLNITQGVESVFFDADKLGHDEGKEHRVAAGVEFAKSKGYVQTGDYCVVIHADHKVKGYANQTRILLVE
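Pyruvate kinase activity monitored as ATP production (luciferase luminescence). Conditions: 0.1 nM enzyme, 0.5 mM PEP, 0.1 mM ADP, 1 h, RT; normalized against uninhibited and no-enzyme wells.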
AmpC detergent: AmpC beta-lactamase inhibition with detergent present. AmpC hydrolysis of nitrocefin, absorbance 480 nm, 0.01% Triton. Potency, µM (top dose mostly 114 µM), for inactives: at the highest dose activity change, negative = inhibition, usual class: inhibitors. AID 485294. P00811. actives 0.041% (n = 370,000);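 further: potency means the concentration at half of the fitted maximal effect; 0% = no-compound wells and -100% = no-enzyme wells; nearly all actives have a fitted effect of over 25% in size; some results filed as inactive show a strong effect at the top dose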
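AmpC (5.3 nM in the dispensed reagent) in 20 mM phosphate pH 7.0 with 0.01% (detergent screen) or 0.0001% Triton X-100 was preincubated with compounds for 15 min at room temperature. Nitrocefin was then added from an 800 uM solution, and hydrolysis was followed at 480 nm.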
AMA1 RON2 block: inhibitors of Plasmodium falciparum AMA1-RON2 interaction; AlphaScreen AMA1-biotinylated RON2 peptide binding; Potency, µM (doses to about 58.2 µM), inactives show at the highest dose activity change, negative = inhibition, actives largely listed as inhibitors; actives 0.2% (n = 360,000);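 further: potency means the concentration at half of the fitted maximal effect; 0% = vehicle wells and -100% = peptide control; nearly all actives have a fitted effect of over 45% in size; some results filed as inactive show a strong effect at the top dose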
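AMA1 (3D7) with his tag at 25 nM final met compounds first, then biotinylated RON2 peptide at 25 nM; detection used donor plus acceptor beads, 10 µg/mL apiece, read by AlphaScreen after 30 min at room temperature.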
An asterisk follows results filed as active; u = inconclusive; x = not tested or not shown; & = joins results of further samples; [ ] = another dose, or the depositor's remark. Unless noted, the call rests on the fitted dose curve; in most records, active means well fitted curve in the direction sought with a large enough effect; inconclusive means small, poorly fitted or top-dose-only effect, or another doubt; inactive means no such curve, though single readings can be large; an effect the other way counts as inactive or inconclusive. Unless noted, on the % scale 0 is the no-effect control and ±100 the full control effect.

SMILES | TbPYK inhibitor | AmpC inh no detg | HCV inhibitor | HCMV antiviral | LmPK inhibitor | AmpC detergent | AMA1 RON2 block
COc1cccc2c1c(NC(=O)Nc1ccc(F)cc1F)nn2C | -3% | -22% | 4% | 65 | 1% | 1% | 8%
CCOC(=O)C1CCCN(S(=O)(=O)c2cc(Br)cc3c2N(C(=O)C2CC2)CC3)C1 (stereo unspecified) | -1% | 88%[activator] | 1% | 31 | -6% | u | 0%
COc1ccc(C(=O)N/C(=C/c2cccs2)C(=O)NN)cc1OC | 0% | 42% | 16% | 2 | 6% | 3% | 37%[activator]
CCOc1ccc(NC(=O)CCC(=O)N2CCSc3ccccc32)cc1 | -2%&-3% | -21% | -16% | u | 1% | -5%&-2% | 15%
CC(C)C1Nc2ccc(C(=O)NCc3ccco3)cc2NC1=O (stereo unspecified) | -7% | -17% | 4% | 72 | 1% | -10% | -5%
O=C1NC(=O)C(=Cc2cn(CCOc3ccc4c(c3)OCO4)c3ccccc23)C(=O)N1 | 5% | -11% | 5% | x | -2% | -2% | 0%
CCOC(=O)NC(=S)Nc1ccc(C(C)(C)C)cc1 | -2% | -26% | -16% | -21 | 0% | 3% | 67%[activator]
COc1ccc(/C=N/NC(=O)c2nc(-c3ccccc3)n(-c3ccccc3)n2)c(O)c1 | -7% | -35% | u | u | -2% | u | 52%[activator]
CCCCNC(=O)c1ccc(C)c(NC(=O)C2=C(C)OCCS2)c1 | -3% | -17% | -11% | 1 | 1% | -6% | 3%
CCCC[C@@H]1C[C@H]1[C@@H](NC(=O)c1cccs1)c1ccc(C(F)(F)F)cc1 | 0% | x | -2% | x | x | x | 7%
COCCCNC(=O)Cn1cc2c(n1)CCCCC2 | -6% | u | 4% | 18 | -1% | 1% | -10%
COc1cc(CNCCN2CCOCC2)ccc1OCc1cccc(Cl)c1 | -12% | 26% | 8.9µM* | -16 | -5% | -2% | -4%
Oc1c(Cl)cc(Cl)cc1C1Nc2ccccc2-n2cccc21 (stereo unspecified) | -5% | -23% | -2% | 49 | -3% | -2% | -13%
S=c1nc(-c2ccccc2)n(Cc2cccnc2)c2c1CCCC2 | -8% | -15% | 13% | x | -3% | -12% | -7%
CCC(=O)N1CCc2cc(S(=O)(=O)N3CCN(c4ccccn4)CC3)ccc21 | -5% | -10% | 7% | 4 | 10% | u | -18%
CCOC(=O)c1c(-c2ccc(OC)cc2)oc2ccc(OCc3ccc(C(=O)OC)cc3)cc12 | -8% | x | x | -7 | x | 3% | x
O=C(COC(=O)c1cc(S(=O)(=O)N2CCOCC2)ccc1O)NCc1ccc2c(c1)OCO2 | -6% | -23% | 20% | -5 | x | 2% | -18%
Cc1[nH]c2c(Cl)cccc2c(=O)c1CN1CCCCCC1 | 5% | 12% | 3% | -9 | 0% | 9% | -10%
COCCCC1CCN(C(=O)C2CCC(=O)N(C3CCCC3)C2)CC1 (stereo unspecified) | 1% | 1% | 16% | -5 | -2% | 1% | -8%
COCCn1c(=N)c(S(=O)(=O)c2ccc(Br)cc2)cc2c(=O)n3ccccc3nc21 | 4% | -7% | 11% | -20 | 8% | -5% | 7%
Brc1ccc(-c2cnc3n2CCCC3)cc1 | 1% | u | u | -21 | -1% | -2% | -1%
CCc1cccc(CC)c1NC(=O)CN1CC(C)SC1=NC1CCCCC1 (stereo unspecified) | -8% | -39% | 4% | -63* | -2% | -8% | 88%[activator]
CS(=O)(=O)c1nc(S(=O)(=O)c2ccc(Cl)cc2)c(NCCN2CCOCC2)s1 | 4% | 2% | -8% | -28 | 4% | -4% | -14%
COc1ccc2[nH]c(=O)c(CN(Cc3cccnc3)Cc3nnnn3CC3CCCO3)cc2c1 (stereo unspecified) | -3% | 5% | 1% | u | -4% | 2% | -2%
CCC(C)NC(=O)C1c2ccccc2C(=O)N1Cc1ccc(OC)cc1OC (stereo unspecified) | -2% | -17% | 4% | 32 | 3% | u | -19%

Following part
SMILES | TbPYK inhibitor | AmpC inh no detg | HCV inhibitor | HCMV antiviral | LmPK inhibitor | AmpC detergent | AMA1 RON2 block
NNC(=O)c1ccc(COCC(F)(F)C(F)F)cc1 | 1% | -29% | -7% | 38 | 0% | -11% | 14%
C[C@@H]1CN([C@@H](C)CO)C(=O)CCCn2nncc2CO[C@@H]1CN(C)C(=O)C1CCCCC1 | 1% | x | x | 17 | x | x | 8%
OC(c1ccccc1)c1ccccc1CN1CCCNC1=S (stereo unspecified) | 1% | x | x | 10 | x | x | 9%
CCCCc1cc(=O)oc2cc(OCC(=O)N3C[C@H]4C[C@@H](C3)c3cccc(=O)n3C4)ccc12 | 4% | 24% | 2% | -27 | 3% | u | 19%
COc1ccc(-c2cc(C(F)(F)F)n3nc(C(=O)Nc4cc(C)ccc4C)cc3n2)cc1 | 9% | x | x | 15 | x | 3% | x
COc1nc(Nc2ccc(C(C)=O)cc2)nc(OC)n1 | -8% | -18% | -25% | 64 | -6% | 6% | -2%
CCn1c2c(c(=O)n3ncc(C(=O)Nc4ccc(OC(F)(F)F)cc4)c13)CN(Cc1ccc(OC)cc1)CC2 | u | x | x | 0 | x | 15% | x
Cc1ccc(S(=O)(=O)Nc2ccccc2N2CCOCC2)cc1 | -8% | 53% | u | -2 | -3% | -7% | -1%
CN1C(=O)c2ccccc2N(C)C1c1ccccc1Cl (stereo unspecified) | -2% | -10% | 6% | 28 | 1% | 2% | 16%
CC(C)(C)C(=O)NC1CCN(CC(=O)Nc2ccc3c(c2)OCO3)CC1 | 0% | -1% | 7% | 34 | 1% | -13% | 0%
Cc1ccc(Cn2nnc(C(=O)Nc3ccc(F)c(F)c3)c2N)cc1 | 1% | x | x | 33 | x | 1% | x
O=C(OC1CCOC1=O)c1ccc(-c2nc3ccccc3s2)s1 (stereo unspecified) | -17% | 12% | 26% | 80 | u | -14% | -5%
COC(=O)c1ccc(Sc2nnnn2-c2ccccc2)c([N+](=O)[O-])c1 | 0% | -10% | 2% | -40 | -2% | -14% | 11%
CN(C)C(=O)c1cccc(-c2cnc3c(NC=O)cc(-c4ccccc4F)cn23)c1 | -1% | x | x | 139 | x | x | 0%
CCCCCc1c(-c2ccc(Cl)cc2)ncn1CCc1ccccc1OC | 1% | x | x | -75* | x | x | -18%
CC(Sc1cccc[n+]1[O-])C(=O)Nc1cccc([N+](=O)[O-])c1 (stereo unspecified) | -6% | -18% | u | -10 | 7% | u | 48%[activator]
N#Cc1cccc(NC(=O)CSc2n[nH]c(=O)[nH]c2=O)c1 | -3% | -6% | 10% | -27 | 5% | 0% | -7%
CC(C)(C)n1nc2c(c1NC(=O)c1cccc(Cl)c1)CS(=O)(=O)C2 | 0% | -10% | 2% | 0 | -1% | -4% | -2%
COc1cc(CCN2C(=O)c3cccc4cccc(c34)C2=O)c(S(=O)(=O)N2CCCCCC2)cc1OC | 0% | -22% | u | 1 | 0% | -1% | 0%
CC1S/C(=N/N=C/c2cccs2)NC1=O (stereo unspecified) | 2% | -7% | 31%[activator] | 11 | 3% | -1% | 15%
O=C(Cn1cnc2c(NCc3ccccc3)ncnc21)NCc1ccccc1 | -4% | -47% | -4% | -26 | x | x | 2%
CCN(C(=O)CSc1nnc(NCc2ccccc2)s1)C1CCS(=O)(=O)C1 (stereo unspecified) | 2% | -10% | 8% | -74* | -3% | -10% | 4%
CCCc1cc(=O)[nH]c(-n2[nH]c3c(c2=O)CCCC3)n1 | -14% | -14% | -23% | -17 | 10% | -14% | 50%[activator]
CCCC(=O)Nc1sc2c(c1C#N)CC(C)(C)NC2(C)C | -9% | -21% | -5% | -18 | 2% | -5% | 0%
CCOc1ncccc1C(=O)OCC(=O)Nc1cc(S(=O)(=O)N2CCOCC2)ccc1Cl | -9% | 37% | -7% | -5 | -1% | -8% | 9%
COC(=O)Cn1c(=O)c2cccn2c2ccc(F)cc21 | -1% | x | x | -7 | x | 4% | x
Cc1nn(C(C)(C)C)c(OC(=O)c2ccc(Br)o2)c1Sc1ccccc1 | -1% | 15% | 11% | 20 | u | 4% | 9%

Among those listed so far, 3 have a furan ring, fused or not:
SMILES | TbPYK inhibitor | AmpC inh no detg | HCV inhibitor | HCMV antiviral | LmPK inhibitor | AmpC detergent | AMA1 RON2 block
CC(C)C1Nc2ccc(C(=O)NCc3ccco3)cc2NC1=O (stereo unspecified) | -7% | -17% | 4% | 72 | 1% | -10% | -5%
CCOC(=O)c1c(-c2ccc(OC)cc2)oc2ccc(OCc3ccc(C(=O)OC)cc3)cc12 | -8% | x | x | -7 | x | 3% | x
Cc1nn(C(C)(C)C)c(OC(=O)c2ccc(Br)o2)c1Sc1ccccc1 | -1% | 15% | 11% | 20 | u | 4% | 9%

An excerpt of these results, field by field:
CCn1c2c(c(=O)n3ncc(C(=O)Nc4ccc(OC(F)(F)F)cc4)c13)CN(Cc1ccc(OC)cc1)CC2
- TbPYK inhibitor: u
- AmpC inh no detg: x
- HCV inhibitor: x
- HCMV antiviral: 0
- LmPK inhibitor: x
- AmpC detergent: 15%
- AMA1 RON2 block: x
Cc1ccc(S(=O)(=O)Nc2ccccc2N2CCOCC2)cc1
- TbPYK inhibitor: -8%
- AmpC inh no detg: 53%
- HCV inhibitor: u
- HCMV antiviral: -2
- LmPK inhibitor: -3%
- AmpC detergent: -7%
- AMA1 RON2 block: -1%
CN1C(=O)c2ccccc2N(C)C1c1ccccc1Cl (stereo unspecified)
- TbPYK inhibitor: -2%
- AmpC inh no detg: -10%
- HCV inhibitor: 6%
- HCMV antiviral: 28
- LmPK inhibitor: 1%
- AmpC detergent: 2%
- AMA1 RON2 block: 16%

Assay outcomes deposited in PubChem by National Center for Advancing Translational Sciences (NCATS).
